TRPC4 inh = TRPC4 (mouse) channel inhibition; Q9QUQ5; HEK293 TRPC4beta/mu-opioid, DAMGO-evoked Fluo4 calcium flux; hits give low values; B-score at 10 µM; actives 0.39% (n = 300,000); AID 2247;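 active = B-score over 3 SD under the library average, no early fluorescence shift, positive overall ratio signal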
Target sequence (Q9QUQ5 whole entry, looked up): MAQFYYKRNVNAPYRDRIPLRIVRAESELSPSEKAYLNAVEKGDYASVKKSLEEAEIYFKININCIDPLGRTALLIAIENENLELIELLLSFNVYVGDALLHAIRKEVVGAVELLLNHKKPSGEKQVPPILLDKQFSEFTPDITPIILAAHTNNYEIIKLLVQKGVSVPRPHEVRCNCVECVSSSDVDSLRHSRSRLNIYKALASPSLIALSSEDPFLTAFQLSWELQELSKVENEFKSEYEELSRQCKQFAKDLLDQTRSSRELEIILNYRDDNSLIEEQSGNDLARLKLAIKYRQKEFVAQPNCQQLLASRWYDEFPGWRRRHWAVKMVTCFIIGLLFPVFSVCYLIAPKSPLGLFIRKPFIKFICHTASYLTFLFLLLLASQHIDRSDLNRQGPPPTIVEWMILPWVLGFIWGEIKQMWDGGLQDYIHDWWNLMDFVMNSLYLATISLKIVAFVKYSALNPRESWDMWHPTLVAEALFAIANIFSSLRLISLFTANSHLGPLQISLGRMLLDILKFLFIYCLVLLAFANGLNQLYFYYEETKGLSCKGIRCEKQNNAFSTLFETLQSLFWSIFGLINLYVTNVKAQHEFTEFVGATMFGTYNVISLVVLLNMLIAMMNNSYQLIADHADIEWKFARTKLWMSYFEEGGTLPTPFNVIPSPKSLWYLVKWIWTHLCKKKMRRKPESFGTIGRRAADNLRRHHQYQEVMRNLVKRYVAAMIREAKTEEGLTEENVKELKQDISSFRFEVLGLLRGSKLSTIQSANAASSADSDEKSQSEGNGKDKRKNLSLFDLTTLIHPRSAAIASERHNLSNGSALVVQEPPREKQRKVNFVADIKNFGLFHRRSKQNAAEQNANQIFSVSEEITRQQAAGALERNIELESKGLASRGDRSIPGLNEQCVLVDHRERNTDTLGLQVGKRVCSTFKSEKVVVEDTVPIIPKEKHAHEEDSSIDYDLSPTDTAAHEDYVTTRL
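Assay system – HEK293 line stably carrying TRPC4beta and mu-opioid receptor · Doses – single dose · Detection – Fluo4 calcium-dye fluorescence, kinetic read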
HIF act = HIF pathway transcriptional activation; activation, % at 7.5 µM (by protocol); actives 0.32% (n = 300,000); U2OS HRE-luciferase reporter, luminescence; normalized: DMSO 0%, desferrioxamine 100%; AID 1910;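 active = mean activation of at least 10% of the iron chelator positive control signal, with at least half of replicates also reaching 10%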
SKKanGAS inh = SKKanGAS growth inhibition; S. pyogenes SKKanGAS, kanamycin growth, BacTiter-Glo, 6 h; inhibition, % at 7.5 µM; actives 1.3% (n = 300,000); AID 1662;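 active = mean replicate score, as percent of positive control median, at least 50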;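 note: strain carries kanamycin resistance gene driven by streptokinase promoter and grows in 40 µg/ml kanamycin; loss of luminescence reflects streptokinase promoter inhibition or plain growth inhibition; 0% = median of DMSO wells and 100% = positive control at its reference dose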
TRPC6 activator = activates the mouse TRPC6 cation channel | HEK293-TRPC6 membrane potential dye fluorescence; hits give high values | AID 2550 | B-score at 10 µM | actives 0.13% (n = 310,000);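 active = B-score of the integrated fluorescence ratio above library mean plus 3 SD, and starting fluorescence ratio within library mean plus 5 SD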;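 note: higher score means more depolarization so channel activation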
MrgX1 ag = agonists of human MrgX1 receptor; Q96LB2; actives 0.44% (n = 310,000); B-score at 10 µM; MrgX1-HEK293 cells, Fluo-4 calcium fluorescence, agonist mode; hits give high values;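 active = calcium response B-score plate-corrected fluorescence ratio at least 3 library SD, with starting fluorescence B-score inside 5 SD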
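System – MrgX1-expressing HEK293 cells · Incubation – cells plated overnight, dye loaded 0.5 h 37 °C, 0.5 h room temperature · Technique – kinetic Fluo-4 NW fluorescence of intracellular calcium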
MrgX1 PAM = human MrgX1 positive allosteric modulation, primary screen | B-score at 10 µM | MrgX1-HEK293, Fluo-4 calcium flux, FDSS; hits give high values | actives 0.63% (n = 310,000);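 active = plate-corrected calcium response at least 3 library SD above typical, normal starting fluorescence, not activating the receptor alone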;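 note: compound read alongside a low EC10 to EC30 dose of BAM8-22 agonist; peak minus trough fluorescence over baseline measured at the second addition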
TRPC6 inh = blocks the mouse TRPC6 cation channel | Q61143 | HEK293-TRPC6, membrane potential dye, ACh-evoked depolarization; hits give low values | B-score at 10 µM | actives 1.1% (n = 310,000) | AID 2553;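 active = B-score under library mean minus 3 SD, initial fluorescence not abnormally high, positive integrated signal ratio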;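 note: B-score derived from integrated fluorescence ratio over the kinetic read; more negative B-score means stronger inhibition of depolarization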
MrgX1 antagonist = blocks BAM8-22 activation of human MrgX1 receptor; B-score at 10 µM; MRGX1-HEK293 calcium flux, Fluo-4, BAM8-22 antagonism; hits give low values; actives 1.3% (n = 310,000); AID 588676;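 active = calcium-response B-score plate-corrected more than 3 library SD below zero, starting fluorescence within 5 deviations, no agonist response on first addition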;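 note: peak minus trough fluorescence over baseline after final BAM8-22 challenge near maximal dose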
RGS4 block = human RGS4 inhibition. actives 0.45% (n = 310,000). B-score at 10 µM. P49798. AID 463165. HEK293 M3R/RGS4 inducible, Fluo-4 calcium flux; hits give high values; triggered by carbachol at its EC20;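 active = B-score, a plate-corrected calcium signal, over three deviations above library mean, with baseline fluorescence within five deviations of library mean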;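 note: RGS4 expression induced by doxycycline in cells with stable M3 receptor; B-score is computed from the integrated fluorescence ratio over baseline after carbachol; higher B-score means a larger calcium signal and so more RGS4 inhibition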
RGS4 pot = potentiators or activators of RGS4; actives 0.92% (n = 310,000); HEK293 M3R/inducible RGS4, carbachol calcium flux Fluo4; hits give low values; B-score at 10 µM; AID 463111;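 active = B-score of the integrated calcium signal more than 4 SD below the library mean, with starting fluorescence not abnormally high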;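 note: negative B-score means reduced calcium response which marks RGS4 activation or potentiation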
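Test system: HEK293 cells with stable M3R and inducible RGS4; also added: carbachol at ECmax as muscarinic agonist stimulus; schedule: dye loading 30 min 37 °C, buffer rest 30 min RT; technique: kinetic calcium fluorescence imaging with Fluo4-AM dye, 2 µM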
Platelet DG rel = modulates dense granule release in human platelets. human platelet-rich plasma, SFLLRN dense granule ATP release, luminescence. inhibition, %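 (compounds screened at 7.5 µM in platelet-rich plasma)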. actives 0.22% (n = 300,000);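 active = mean replicate score, as percent of positive control, at or above 50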
* marks the source's active call; other numbers are inactive results; i = inactive; . = no result given. The order is random; 6.1% or so of the library scored in one or more.

item	Compound	TRPC6 inh	MrgX1 ag	SKKanGAS inh	HIF act	Platelet DG rel	MrgX1 PAM	TRPC6 activator	MrgX1 antagonist	RGS4 block	RGS4 pot	TRPC4 inh
1	CCc1cccc(C)c1NC(=O)COC(=O)C1CCN(S(=O)(=O)c2ccccc2)CC1	i	i	4	0.5	-1	i	i	i	i	i	i
2	COc1ccc(NC(=S)Nc2cccc(S(=O)(=O)N3CCCCC3)c2)cc1	i	i	-1	1.0	6	i	i	i	i	i	i
3	CN1CCc2nc(NC(=O)COc3ccc(C#N)cc3)sc2C1	i	i	-12	1.2	2	i	i	i	i	i	i
4	COc1cc(NC(C)=O)c2ncccc2c1[N+](=O)[O-]	i	i	-5	-1.3	6	i	i	i	i	i	i
5	CN(Cc1ccccc1)C(=O)c1cc(=O)[nH]c2ccccc12	i	i	-3	2.4	-1	i	i	i	i	i	i
6	CCC1(CC)C(=O)NC(=O)NC1=Nc1ccccc1	i	i	4	-0.2	4	i	i	i	i	i	i
7	CCC(C)C(NC=C1C(=O)OC(C)(C)OC1=O)C(=O)O (stereo not drawn)	i	i	0	-0.6	16	i	i	i	i	i	i
8	O=C(/C=C/c1ccc(Br)cc1)c1ccc(NC2=NCCCS2)cc1	i	i	11	0.6	0	i	i	i	i	i	i
9	O=C1CCC(C(=O)Nc2cccc(C(F)(F)F)c2)N1 (stereo not drawn)	i	i	-1	-0.4	-3	i	i	i	i	i	i
10	Cc1ccc(C(=O)N2CCC3(CC2)NCCc2[nH]cnc23)cc1	i	i	-1	0.4	2	i	i	i	i	i	i
11	Cn1c(SCc2ccccc2Cl)nc2ccccc21	i	i	17	1.9	-23	i	i	i	i	i	i
12	O=C(CSc1nnc(-c2ccncc2)n1CCc1ccccc1)NCc1ccccc1	i	i	1	0.4	-2	i	i	i	i	i	i
13	CCOc1ccccc1OCC(=O)Nc1ccc(S(=O)(=O)Nc2ncccn2)cc1	i	i	3	-0.3	6	i	i	i	i	i	i
14	Cc1c(C#N)c2ncnc(-c3ccccc3)c2n1-c1ccccc1	i	i	5	-0.3	5	i	i	i	i	i	i
15	CCc1ccc(NC(=O)C2CCN(S(=O)(=O)c3c(C)noc3C)CC2)cc1	i	i	-3	0.9	2	i	i	i	i	i	i
16	O=C(CSc1nc2ccccc2o1)NC(=O)NCc1ccco1	i	i	-1	0.5	0	i	i	i	i	i	i

In a second layout: 2 of the compounds above.
Under each structure – TRPC6 inh	MrgX1 ag	SKKanGAS inh	HIF act	Platelet DG rel	MrgX1 PAM	TRPC6 activator	MrgX1 antagonist	RGS4 block	RGS4 pot	TRPC4 inh
12: O=C(CSc1nnc(-c2ccncc2)n1CCc1ccccc1)NCc1ccccc1
 : i	i	1	0.4	-2	i	i	i	i	i	i
13: CCOc1ccccc1OCC(=O)Nc1ccc(S(=O)(=O)Nc2ncccn2)cc1
 : i	i	3	-0.3	6	i	i	i	i	i	i

Going on with the list:
item	Compound	TRPC6 inh	MrgX1 ag	SKKanGAS inh	HIF act	Platelet DG rel	MrgX1 PAM	TRPC6 activator	MrgX1 antagonist	RGS4 block	RGS4 pot	TRPC4 inh
17	Cn1c(/C(C#N)=C(\O)c2ccc([N+](=O)[O-])s2)nc2ccccc21	i	i	-2	1.1	-4	i	i	i	i	i	i
18	CC1=CC(=O)CC2C1(C)CCC(C)C2(C)CCC(C)CC(=O)O (stereo not drawn)	i	i	4	0.1	-3	i	i	i	i	i	i
19	Cc1ccc(OCC(=O)N(Cc2ccccc2)C2CCS(=O)(=O)C2)c([N+](=O)[O-])n1 (stereo not drawn)	i	i	1	0.0	-3	i	i	i	i	i	i
20	Fc1ccccc1/C=N/n1c(C2CCCCC2)n[nH]c1=S	i	i	4	-0.4	9	i	i	i	i	i	i
21	CNC(=S)NC(CC(=O)OC)c1ccc2c(c1)OCO2 (stereo not drawn)	i	i	-6	-0.8	-1	i	i	i	i	i	i
22	COC(=O)C1=C(C)Nc2ncnn2C1c1cccnc1 (stereo not drawn)	i	i	5	-0.2	2	i	i	i	i	i	i
23	Cc1cc(OC(C(=O)O)c2ccccc2)c2c(C)c(Cc3ccccc3)c(=O)oc2c1 (stereo not drawn)	i	i	35	-0.2	0	i	i	i	i	i	i
24	CN(NS(=O)(=O)c1ccccc1)c1nc2ccccc2nc1C(F)(F)F	i	i	11	0.6	1	i	i	i	i	i	i
25	Cc1ccc(C(=O)NNC(=O)C(C)Oc2ccc3ccccc3c2)o1 (stereo not drawn)	i	i	-5	0.1	0	i	i	i	i	i	i
26	CCOC(=O)NC(=O)/C(C#N)=C\c1ccccc1	i	i	-4	-0.4	2	i	i	i	i	i	i
27	COc1ccc(C2N(C(=O)CN3CCCC3)CCCN2S(=O)(=O)c2ccccc2)cc1 (stereo not drawn)	i	i	-28	1.7	3	i	i	i	i	i	i
28	CC(C)Oc1ccc(C(CC(=O)O)NC(=O)C(Sc2ccccc2)c2ccccc2)cc1 (stereo not drawn)	i	i	-10	-0.1	-1	i	i	i	i	i	i
29	O=C(CSc1ccc(F)cc1)Nc1ccccc1N1CCOCC1	i	i	-8	-0.5	4	i	i	i	i	i	i
30	CC(CN1CCC(n2nccc2NC(=O)CCCc2ccccc2)CC1)c1ccccc1 (stereo not drawn)	i	i	8	-0.4	7	i	i	i	i	i	i
31	O=C(Cn1c2ccccc2c2nc3n(c(=O)c21)CCS3)Nc1ccccc1C(F)(F)F	i	i	2	0.2	0	i	i	i	i	i	i
32	CCOC(=O)c1cc(-c2ccccc2)n(CCC(=O)NC(C)CC)c1C (stereo not drawn)	i	i	-17	0.1	-7	i	i	i	i	i	i
33	CCCCCCc1nc2ccccc2c(=O)n1NC(=O)c1c(O)c2c(n(CC(C)C)c1=O)CCCC2	i	i	57*	-0.4	.	i	i	i	i	i	i
34	CC(=O)Nc1cccc(/C(C)=N/N2C(C)CCCC2C)c1 (stereo not drawn)	i	i	-4	-1.0	-3	i	i	i	i	i	i
35	CCN(CC)c1ccc(C=C2C(=O)OC(c3ccccc3)OC2=O)cc1 (stereo not drawn)	i	27*	2	-1.1	10	i	i	i	i	i	i
36	Cc1occc1-c1nnc(SCC(=O)Nc2ccccc2)n1CCc1ccccc1	i	i	2	-1.6	-2	i	i	i	i	i	i
37	NS(=O)(=O)c1cccc(NC(=O)CCC(=O)c2cccs2)c1	i	i	-5	0.7	13	i	i	i	i	i	i
38	CCOC(=O)c1oc2ccc(Br)cc2c1CSc1nnc(C)s1	i	i	-10	-0.2	4	i	i	i	i	i	i
39	CC(C)Cc1nc(SCC(=O)N2CCCC2)c2c(=O)n(C)c(=O)n(C)c2n1	i	i	-2	0.1	-5	i	i	i	i	i	i
40	COc1ccc(-c2nc(-c3ccc(C(=O)O)cc3)no2)cc1	i	i	4	2.0	5	i	i	i	i	i	i
41	O=C1CCCC/C1=C/NCc1ccccc1	i	i	5	-0.2	-4	i	i	i	i	i	i
42	Cn1c(CC(=O)Nc2ccccc2)nnc1SCC(=O)Nc1ccc(N2CCOCC2)cc1	i	i	6	0.8	1	i	i	i	i	i	i
43	COc1cc(C)ccc1NC(=O)c1ccc(S(=O)(=O)N2CCOCC2)cc1	-6.1*	i	-4	-0.9	3	i	i	i	i	i	i
44	COc1ccc(CCN(C)C(=S)Nc2cccc(C)c2)cc1OC	i	i	16	-0.1	1	i	i	i	i	i	i
45	COc1ccc(NC(=S)NCCc2ccccc2)c(C)c1	i	i	0	0.0	-5	i	i	i	i	i	i
46	CCO[C@H]1OC(C(N)=O)=C[C@@H](c2ccc(Br)cc2)[C@@H]1CCCO	i	i	0	-0.8	-3	i	i	i	i	i	i
47	Cc1ccc(CN2CCN(Cc3ccc(C)s3)CC2CCO)cc1 (stereo not drawn)	i	i	-5	0.0	4	i	i	-5.1*	i	i	i
48	CCOC(=O)c1cnn(-c2nc(SC)nc3sc4c(c23)CCCC4)c1N	i	i	5	-1.1	-10	i	i	i	i	i	i
49	COc1ccccc1N1CCN(CCc2n[nH]c(=S)n2-c2ccccc2)CC1	i	i	-11	-0.1	-1	i	i	i	i	i	i
50	COc1ccc(S(=O)(=O)N2CCN(c3ccccc3)CC2)cc1	i	i	-2	-0.2	0	i	i	i	i	i	i
51	Cc1ccc(S(=O)(=O)NCCCNC(=O)c2ccccc2)cc1	i	i	-2	-0.6	8	i	i	i	i	i	i
52	CCn1c(C(=O)OC)cc2c1ccn2-c1ccc(F)cc1	i	i	5	3.5	2	i	i	i	i	i	i
53	CCOC(=O)CCC(=O)NNC(=O)c1ccc(NC(=O)c2ccccc2)cc1	i	i	-4	1.6	-2	i	i	i	i	i	i
54	CCOC(=O)c1c(-c2ccc(C)o2)csc1NC(=O)CSc1ncn[nH]1	i	i	17	-0.5	-1	i	i	i	i	i	i
55	O=C(CSc1ccc(F)cc1)Nc1nnc(-c2ccco2)o1	i	i	-7	0.1	20	i	i	i	i	i	i
56	O=C(Cc1cccs1)Nc1ccccn1	i	i	-13	1.0	-1	i	i	i	i	i	i
57	O=C(Nc1cc(-c2nn(CC(=O)N3CCCCC3)c(=O)c3ccccc23)ccc1N1CCOCC1)c1ccc(Cl)cc1	i	i	0	0.7	2	i	i	i	i	i	i
58	COc1cc2c(cc1NS(=O)(=O)N1CCCCC1)oc1ccccc12	i	i	-4	-0.6	5	i	i	i	i	i	i
59	COCCn1c(SC)nnc1-c1c[nH]c2ccccc12	i	i	0	0.4	-3	i	i	i	i	i	i
60	Cc1noc(C)c1S(=O)(=O)N(CC(=O)N1CCn2c1nc1ccccc12)c1ccc(C(C)C)cc1	i	i	14	.	0	i	i	i	i	i	i
61	COc1cc(C)c(NC(=S)Nc2cccc(Cl)c2C)cc1OC	i	i	3	0.4	24	i	i	i	i	i	i
62	O=C(Cc1ccc(F)cc1)N/N=C/c1ccccn1	i	i	-8	-0.2	1	i	i	i	i	i	i

Bioassay records from PubChem BioAssay.
